Screens: PubChem BioAssay, The Scripps Research Institute Molecular Screening Center
FBW7 act: activators of human E3 ligase FBW7 | Q969H0 | AlphaScreen FBW7–phospho-cyclin E peptide binding, activator screen | normalized activity (activation), % at 26.1 µM | 0.13% of 650,000 active | AID 1259310; in the data active = normalized activity above about 1.9%;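 note: purified mutant Fbw7 with reduced substrate affinity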
TEAD-YAP inh: TEAD-YAP interaction inhibition | HEK-TIYL cells, TEAD-Gal4/YAP UAS-luciferase luminescence | inhibition, % at 9.12 µM | 1.4% of 640,000 active | AID 1259422; in the data active = inhibition above about 32%;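 note: 0% = median of test compound wells and 100% = reference inhibitor wells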
MITF inh: human MITF inhibition, primary screen. O75030. AlphaScreen MITF homodimerization, bead proximity signal. 0.91% of 650,000 active. inhibition, % at 2.6 µM. AID 1259374; in the data active = inhibition above about 50%;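 note: 0% = vehicle wells with protein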
Target sequence (O75030 whole entry, looked up): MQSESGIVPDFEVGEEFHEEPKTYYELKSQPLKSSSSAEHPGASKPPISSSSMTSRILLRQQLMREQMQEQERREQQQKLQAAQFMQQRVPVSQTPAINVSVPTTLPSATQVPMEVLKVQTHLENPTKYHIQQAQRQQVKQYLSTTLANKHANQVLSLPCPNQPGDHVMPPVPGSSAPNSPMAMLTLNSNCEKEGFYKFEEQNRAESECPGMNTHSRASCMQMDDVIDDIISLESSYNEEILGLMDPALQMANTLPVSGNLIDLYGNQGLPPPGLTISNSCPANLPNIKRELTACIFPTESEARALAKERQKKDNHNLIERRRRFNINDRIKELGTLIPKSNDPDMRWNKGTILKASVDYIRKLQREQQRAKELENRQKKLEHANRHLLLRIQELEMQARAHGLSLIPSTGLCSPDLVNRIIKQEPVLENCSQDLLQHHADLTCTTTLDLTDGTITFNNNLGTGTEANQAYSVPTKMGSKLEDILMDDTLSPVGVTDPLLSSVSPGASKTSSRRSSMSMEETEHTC
GPR151 ag: human GPR151 activation; activation, % at 11.2 µM; PathHunter beta-arrestin GPR151 cells, luminescence; 1% of 650,000 active; in the data active = activation above about 4.9%;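 note: 0% = median of compound wells and 100% = cells with positive control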
Target sequence (Q8TDV0 whole entry, looked up): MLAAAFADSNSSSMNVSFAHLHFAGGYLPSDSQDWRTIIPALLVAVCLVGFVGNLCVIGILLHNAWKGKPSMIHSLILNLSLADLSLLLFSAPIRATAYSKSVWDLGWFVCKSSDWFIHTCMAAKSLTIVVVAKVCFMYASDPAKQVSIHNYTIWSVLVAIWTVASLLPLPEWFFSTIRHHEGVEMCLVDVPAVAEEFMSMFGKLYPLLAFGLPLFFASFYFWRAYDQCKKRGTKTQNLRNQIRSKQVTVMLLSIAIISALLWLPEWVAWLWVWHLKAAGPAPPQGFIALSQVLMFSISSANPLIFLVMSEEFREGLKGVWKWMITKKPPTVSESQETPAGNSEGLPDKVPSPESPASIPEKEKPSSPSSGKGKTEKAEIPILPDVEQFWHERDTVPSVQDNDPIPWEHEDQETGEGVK
* hit, by the source's call; x = not tested or not shown; & = joins results of further samples.

The opening six compounds (preview)
canonical_smiles	FBW7 act	TEAD-YAP inh	MITF inh	GPR151 ag
C/C(CN1C(=O)c2ccccc2C1=O)=N\NC(=O)c1ccc(Cl)cc1Cl	-0.1	-27	2	-0.2
COC(=O)c1cnc(Nc2cc(C)ccc2OC)c2ccccc12	0.3	3	3	-0.8
CCN(CCNC(=O)CN1N=C(c2ccc(Cl)cc2)CCC1=O)c1ccccc1	-0.3	7	-3	0.3
COc1cccc(CN2CCN(Cc3ccc(OC)cc3O)CC2CCO)c1 (stereo unspecified)	0.1	-4	13	-0.8
O=C(N/N=C/c1ccc(O)c([N+](=O)[O-])c1)c1ccncc1	-0.1	-10	-1	-1.1
Nc1ccc(S(=O)(=O)O)c2cccc(O)c12	-1.2	12	71*	-0.3

The listing (from the top)
canonical_smiles	FBW7 act	TEAD-YAP inh	MITF inh	GPR151 ag
C/C(CN1C(=O)c2ccccc2C1=O)=N\NC(=O)c1ccc(Cl)cc1Cl	-0.1	-27	2	-0.2
COC(=O)c1cnc(Nc2cc(C)ccc2OC)c2ccccc12	0.3	3	3	-0.8
CCN(CCNC(=O)CN1N=C(c2ccc(Cl)cc2)CCC1=O)c1ccccc1	-0.3	7	-3	0.3
COc1cccc(CN2CCN(Cc3ccc(OC)cc3O)CC2CCO)c1 (stereo unspecified)	0.1	-4	13	-0.8
O=C(N/N=C/c1ccc(O)c([N+](=O)[O-])c1)c1ccncc1	-0.1	-10	-1	-1.1
Nc1ccc(S(=O)(=O)O)c2cccc(O)c12	-1.2	12	71*	-0.3
COc1cccc(C2=Nc3ccccc3C2=O)c1	0.1	-11	12	-6.6
O=C1CN(S(=O)(=O)c2ccc(Cl)s2)CCN1	0.0	2	2	1.1
Nc1ncc(-c2ccccc2CO)nc1NCCCO	0.5	2	0	-1.8
Cc1c(C(=O)Nc2ccccc2C(F)(F)F)sc2nc(SCc3cccc(Cl)c3)n(Cc3ccccc3)c(=O)c12	-0.1	-14	2	-0.9

Additional results:
canonical_smiles	FBW7 act	TEAD-YAP inh	MITF inh	GPR151 ag
CC1CCN(c2c(NCc3ccc(C(=O)Nc4ccc(Cl)cc4)cc3)c(=O)c2=O)CC1	0.0	5	-3	0.2
COc1cc(/C=N/NC(N)=O)cc(OC)c1OC(C)=O	0.0	-15	-5	-1.4
CCOC(=O)c1cc(S(=O)(=O)NCc2ccc(C)cc2)cn1C	1.2	4	13	-0.6
OCC1(CC2CCCCO2)CCN(Cc2cc3c(cc2Cl)OCO3)CC1 (stereo unspecified)	-0.2	12	-2	0.2
CCNc1nnc(-c2ccc(C)cc2)s1	0.0	23	8	-2.4
Cc1ccc(S(=O)(=O)NC(CC(C)C)C(=O)NCc2ccccc2)cc1 (stereo unspecified)	0.0	-7	6	-1.5
Cc1c(C(=O)NCC(c2ccco2)N(C)C)cccc1[N+](=O)[O-] (stereo unspecified)	0.1	-10	-6	2.0
COc1ccc(-c2nc(NCc3ccccc3)sc2C)cc1	-0.1	-33	13	-0.6
COCCN1CN=C(Nc2nc(C)c3ccc(C)cc3n2)NC1	0.0	16	-16	0.4
O=C(/C=C/c1ccco1)OCCNC(=O)c1cccnc1	0.0	4	-5	0.5

Following part:
canonical_smiles	FBW7 act	TEAD-YAP inh	MITF inh	GPR151 ag
O=C(O)CCCC(=O)Nc1ccccc1Br	0.0	5	4	1.1
CCCOC(=O)c1c(NC(=O)/C=C/C(=O)O)sc(C)c1-c1ccc(F)cc1	-0.1	29	-1	0.9
CCC(C)NC(=O)c1c[nH]c2ccc(S(=O)(=O)N(C)c3ccc(Br)cc3)cc2c1=O (stereo unspecified)	0.1	2	26	0.0
O=C(CCN1C(=O)COc2ccccc21)NC1CCCCCC1	0.0	-11	2	-0.6
C=CCOC(=O)C1C(=O)CC(C)(O)C(C(=O)OCC=C)C1c1ccc(F)cc1 (stereo unspecified)	-0.2	2	-5	-0.6
Cc1cccc(-c2cc3nccc(C4CCNCC4)n3n2)c1	0.0	4	-2	0.8
CCOc1ccc(C(=O)Nc2ccc(F)cc2)cc1Br	-0.3	-37	-2	-1.0
CCC1(COC(NC(=O)c2ccc(Cl)cc2Cl)(C(F)(F)F)C(F)(F)F)COC1	0.1	11	3	-0.3
CCOC(=O)Nc1cccc(Cl)c1C	0.1	0	-12	0.9
Cc1cccc(CN2CCN(c3nc4nonc4nc3NC3CC3)CC2=O)c1	0.6	0	-2	0.9

Later entries:
canonical_smiles	FBW7 act	TEAD-YAP inh	MITF inh	GPR151 ag
CS(=O)(=O)N/N=C/c1ccccc1OCc1ccc(Br)cc1	0.3	-20	26	-1.0
NNC(=O)c1c(NC(=O)c2ccccc2)sc2c1CCCC2	0.1	-23	-1	0.4
COCC(=O)N(C)C1(c2nnnn2CCOC(=O)Nc2ccc(Cl)cc2)CCCC1	0.3	-6	-2	-0.2
COc1ccc(C2(CNC(=O)c3ccc(OC)c([N+](=O)[O-])c3)CCOCC2)cc1OC	0.1	-8	-9	0.8
Cc1nc(Nc2ccc(F)cc2F)c2c3c(sc2n1)CCC3	0.2	12	-2	0.5
CNc1ncnc2c1C(c1ccc(Br)cc1)c1c(NC)ncnc1O2	-0.2	-27	1	-0.2
O=C(NCc1cccnc1)C1c2ccccc2C(=O)N1Cc1ccc(F)cc1Cl (stereo unspecified)	0.4	14	-4	1.2
CCCSc1ncnc2c1c(-c1ccccc1)cn2-c1ccc(F)cc1	-0.1	-15	3	0.1
Cc1ccc(S(=O)(=O)N2CCN(C3Cc4ccccc4C3)CC2)cc1	0.3	-17	-9	2.1
COc1ccccc1C(=O)NNC(=O)c1ccc(C(C)(C)C)cc1	-0.1	-18	12	-0.3

(list continues)
canonical_smiles	FBW7 act	TEAD-YAP inh	MITF inh	GPR151 ag
CCC(=O)N1c2ccccc2NC2=C(C(=O)CC(C)(C)C2)C1c1cccc(F)c1 (stereo unspecified)	0.3	-7	0	-0.3
Cc1cc(=O)n2[nH]cc(C(=O)N3CCC4(CC3)NC(=O)c3ccccc3N4)c2n1	0.0	5	12	-0.2
O=C(CCc1nnc(CCC2CCCCC2)o1)N1CCSCC1	0.0	-58	2	1.9
CC1CC(C)CN(c2nc3c(c(=O)n(C)c(=O)n3C)n2CCSc2ncccn2)C1 (stereo unspecified)	-0.2	10	-1	-1.3
O=C(/C=C/Nc1ccccc1)c1ccccc1	0.6	19	6	-3.1
COCCOC(=O)c1c(C)oc2c1cc(NS(=O)(=O)c1ccccc1)c1ccccc12	0.0	0	6	-0.1
CC1=C(C(=O)OC2CCCCC2)C(c2ccccc2Br)C2=C(CCCC2=O)N1 (stereo unspecified)	0.0	12	8	0.0
COc1ccc2c(C)cc(=O)oc2c1OC	-0.1	-6	-9	-0.1
Cc1c(Cl)cccc1NC(=O)c1cc(S(=O)(=O)N2CCN(c3ccccc3)CC2)ccc1F	0.0	7	-12	-2.2
CN(CCc1ccccc1)C(=O)CC1C(=O)NCCN1Cc1ccccn1 (stereo unspecified)	-0.1	-1	16	-1.2

Following part:
canonical_smiles	FBW7 act	TEAD-YAP inh	MITF inh	GPR151 ag
CCOC(=O)C1=C(C)N=C2SCC(=O)N2C1c1ccc(-c2cc([N+](=O)[O-])ccc2Cl)o1 (stereo unspecified)	-0.1	2	23	1.1
Cc1cccc(C(=O)OCC2CCCN3CCCCC23)c1 (stereo unspecified)	-0.2	-1	-6	0.2
C=CC[C@H]1CC(C)=C[C@H](CC=C)N1C(=O)CCC1(Cc2ccco2)CCC(=O)N1 (stereo partly specified)	0.0	8	7	0.2
O=C(CS(=O)(=O)c1ccc2ccccc2c1)Nc1ccc(F)cc1F	0.0	-3	-2	1.3
Cn1cc(-c2cc(Nc3ccc(-n4cnc(N5CCOCC5)n4)cc3)ncc2Cl)cn1	-0.1	17	-6	4.6
Cc1ccc(C)c(NC(=O)CCN2CC(C)CC(C)C2)c1 (stereo unspecified)	0.2	-9	14	0.3
O=C(CSc1nnc(-c2ccc(F)cc2)o1)c1ccc2c(c1)OCCO2	-0.1	2	7	0.5
COc1ccc(OC)c(CN2CCN(Cc3ccc(F)c(F)c3)C(CCO)C2)c1 (stereo unspecified)	-0.1	-8	-3	-0.2
CCc1ccccc1NC(=O)CC(O)(C(=O)OC)C(F)(F)F (stereo unspecified)	0.0	-3	-6	0.4
CCSCCOC(=O)C1=C(C)NC2=C(C(=O)CC(c3cccs3)C2)C1c1ccc(OC(C)=O)cc1 (stereo unspecified)	0.2	7	-9	0.1

(continued)
canonical_smiles	FBW7 act	TEAD-YAP inh	MITF inh	GPR151 ag
COC(=O)c1cnn2c(C)c(Cc3ccc(F)cc3)c(C)nc12	0.2	36*	-1	1.3
CCCc1c(OCCCOc2ccc(OCC(=O)O)cc2)ccc(CC=O)c1O	-0.1	x	6	0.0
O=C(NCCN1CCOCC1)c1cnc(NCCCN2CCCC2=O)s1	0.0	0	2	-0.2
Nc1c(C(=O)Nc2ccc(Br)cc2)sc(=S)n1-c1cccc(C(F)(F)F)c1	-0.1	13	8	0.6
CCCCCNC(=O)c1cccc(NC2=NC3CS(=O)(=O)CC3S2)c1 (stereo unspecified)	-0.1	3	-1	1.2
O=C(CSc1ncn[nH]1)N(c1ccccc1)c1ccccc1	-0.2	6	4	0.1
CCCNC(=O)c1csc(-c2c(C)noc2C)n1	0.1	-1	10	-1.4
Nc1c(C(=O)Nc2nccs2)sc2nc3c(c(-c4cccs4)c12)CCCCC3	-0.1	5	7	-1.5
COc1cccc(C(=O)NC(C)Cc2ccccc2)c1 (stereo unspecified)	0.1	-13	16	-1.3
Cc1ccc(NC(=O)c2sc3nc(C)nc(N4CCN(c5ccccn5)CC4)c3c2C)c(Br)c1	0.0	1	-1	8.8*

(list continues)
canonical_smiles	FBW7 act	TEAD-YAP inh	MITF inh	GPR151 ag
Cc1cnc(NC2CCN(Cc3ccccc3)CC2)nc1NCc1cccc(C(F)(F)F)c1	0.1	2	14	1.8
CC1(C(=O)N2CCCC(CCC(=O)N3CCN(c4ccccn4)CC3)C2)CCCCC1 (stereo unspecified)	0.0	1	12	-1.0
CCC1CN(Cc2cccc3nccnc23)Cc2cc(OC)ccc2O1 (stereo unspecified)	-0.2	-4	-8	-0.1
O=C(O)CCn1c(SCc2cc(=O)n3ccccc3n2)nc2ccsc2c1=O	0.0	4	9	1.3
CCN1/C(=C/c2cccc[n+]2C)Sc2cc(NC(C)=O)ccc21	-0.1	-2	-2	0.7
Cc1cc(C)n2nc(S(=O)(=O)N3CCC(C(=O)O)CC3)nc2n1	0.0	9	-7	-0.2
CCOC(=O)C1=CN(c2ccc(OCC)cc2)C=C(C(=O)OCC)C1c1ccsc1	0.0	5	-7	-0.2
CCOC(=O)C(=CNc1cc(OC)ccc1OC)C(=O)OCC	0.6	8	16	-0.3
Cc1cnc(N2CCCC2CO)nc1NCCc1ccc(O)cc1 (stereo unspecified)	0.2	-18	5	0.2
N#Cc1cccc(C(=O)N(CC2CC2)C2CCN(CCc3cccs3)CC2)c1	0.0	2	0	1.0

Going on with the list.
canonical_smiles	FBW7 act	TEAD-YAP inh	MITF inh	GPR151 ag
CC(=O)CSc1nc2cc(S(=O)(=O)Nc3ccc(Cl)cc3)ccc2o1	0.1	16	19	-0.1
O=C(CSc1ccccc1C(=O)O)Nc1ccc(Br)cc1	0.1	12	6	-2.4
COc1ccc(-c2ccc(SCC(=O)Nc3c[nH]c(=O)[nH]c3=O)nn2)cc1	0.0	-2	3	-1.3
CC(=O)N/C(=C/c1ccccc1Br)C(=O)NCc1ccc(C)cc1	0.0	-5	-1	0.7
CC(=O)N1CCOc2cc(S(=O)(=O)N3CCSc4ccccc43)ccc21	0.0	-4	-10	-1.4
CC(=Nc1ccc(C(C)C)cc1)N(C)CCNS(=O)(=O)c1ccc([N+](=O)[O-])cc1	0.2	10	0	-1.2
COCCCn1c(SCC(=O)Nc2ccccc2)nnc1-c1cccs1	0.0	3	-1	-0.4
CS(=O)(=O)Nc1ccc(C(=O)Nc2ccc(F)cc2F)cc1	-0.1	3	3	0.1
C=CCN1C(=O)S/C(=C/c2ccccc2C)C1=O	0.1	-62	-11	2.1
COc1ccccc1N/C=C/C(=O)c1ccc(OC)c(OC)c1	0.0&0.0	-18&-24	13&1	-1.1&0.0

Remaining list, next part.
canonical_smiles	FBW7 act	TEAD-YAP inh	MITF inh	GPR151 ag
CC(=O)Nc1ccc2nc(NC(=O)c3ccccc3C)sc2c1	-0.1	-56	-5	-5.1
C=CCN1C(=O)/C(=C\c2cccs2)SC1=Nc1ccccc1	-0.1	-25	4	-1.3
Cc1csc(SCC(=O)Nc2ccc([N+](=O)[O-])cc2C#N)n1	0.2	1	11	0.8
COc1ccc(NC(=O)/C(C#N)=C/c2c(Oc3ccccc3)nc3ccccn3c2=O)cc1	0.0	1	9	0.3
